Compound activity deposited in PubChem by several laboratories.
Bim-Mcl-1 – disrupts Bim peptide binding to human Mcl-1; AID 1009; inhibition, % at 10 µM; 190,000 compounds, 0.1% hits; Q07820; Bead-based flow cytometry, Bim peptide-Mcl-1 binding;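 further: 0% = no compound tracer wells and 100% = peptide blocker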
Target sequence (Q07820 whole entry, looked up): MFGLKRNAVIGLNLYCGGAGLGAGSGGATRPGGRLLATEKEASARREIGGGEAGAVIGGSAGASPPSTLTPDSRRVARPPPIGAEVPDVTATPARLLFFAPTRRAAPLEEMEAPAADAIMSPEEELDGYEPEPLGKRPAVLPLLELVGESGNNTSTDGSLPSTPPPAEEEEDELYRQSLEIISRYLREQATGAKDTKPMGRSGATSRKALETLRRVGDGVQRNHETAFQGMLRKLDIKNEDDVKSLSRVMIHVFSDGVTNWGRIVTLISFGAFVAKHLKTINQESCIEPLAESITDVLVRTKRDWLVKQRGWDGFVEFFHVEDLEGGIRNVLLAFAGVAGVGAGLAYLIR
Bim-Bcl-XL – inhibitors of Bim-Bcl-XL interaction, human. Bim peptide-Bcl-XL binding, bead flow cytometry, fluorescence. Q07817. inhibition, % at 10 µM. 190,000 compounds, 0.04% hits
RGS4-Gao reg – modulates binding of RGS4 to human Galphao; 220,000 compounds, 0.33% hits; P09471; Multiplexed bead flow cytometry; actives lie on both sides; AID 1415; binding response (% of control), % at 10 µM; in the data active means binding response below about 49% or above about 150%; inactive means in between;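 further: fluorescent Galphao activated with aluminum fluoride binding bead-coupled RGS4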
Mcl1 Bid PPI – Mcl-1/Bid interaction inhibition | TR-FRET Mcl-1/Bid-Dy647 peptide binding, 1536-well | 220,000 compounds, 0.97% hits | AID 1021 | Q07820 | inhibition, % at 21.7 µM;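 active means compounds that cut the binding signal by more than half at the single screening dose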;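 further: His-tagged Mcl-1 with europium anti-His antibody binding Bid BH3 peptide; 0% = Mcl-1 plus peptide wells and 100% = peptide-only wells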
Mcl1-Noxa inh – disrupts binding of human Mcl-1 to Noxa peptide; Q07820; TR-FRET Mcl-1/Noxa peptide binding, 2 h; inhibition, % at 21.7 µM; 220,000 compounds, 1.5% hits; AID 1022;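 active means compounds that cut the protein-peptide binding signal by more than 50% relative to plate controls in a single-dose test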;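 further: His-tagged Mcl-1 with rhodamine Noxa BH3 peptide and terbium anti-His antibody; 0% = Mcl-1 plus Noxa peptide wells and 100% = peptide-only wells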
RGS7-Gao reg – regulators of human RGS7-Galphao interaction; P09471; Multiplexed bead flow cytometry, RGS7-Galphao binding; actives lie on both sides; binding response (% of control), % at 10 µM; 220,000 compounds, 0.35% hits; AID 1439; in the data active means binding response below about 49% or above about 150%; inconclusive means no clear call, values can overlap the other calls; inactive means in between;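 further: fluorescent Galphao held in activated GDP-AlF4 state binding bead-coupled RGS7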
Bim-Bfl-1 – human Bim-Bfl-1 interaction inhibition | inhibition, % at 10 µM | 190,000 compounds, 0.12% hits | AID 1008 | Bead-based flow cytometry, Bim-Bfl-1 binding inhibition;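 further: 0% = wells without compound plus tracer and 100% = blocker peptide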
RGS8-Gao reg – human RGS8-Galphao interaction regulation | P09471 | multiplexed bead flow cytometry, RGS8-Galphao binding; actives lie on both sides | response (percent of control binding), % at 10 µM | 220,000 compounds, 0.34% hits; in the data active means response below about 60% or above about 140%; inactive means in between;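 further: Galphao activated as the GDP aluminium fluoride complex binding bead-coupled RGS8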
Bcl-B Bim block – inhibitors of Bim-Bcl-B interaction, human; inhibition, % at 10 µM; 190,000 compounds, 0.073% hits; bead-based flow cytometry, Bim peptide-Bcl-B binding;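 further: 0% = tracer peptide without compound and 100% = reference inhibitor peptide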
Target sequence (Q9HD36 whole entry, looked up): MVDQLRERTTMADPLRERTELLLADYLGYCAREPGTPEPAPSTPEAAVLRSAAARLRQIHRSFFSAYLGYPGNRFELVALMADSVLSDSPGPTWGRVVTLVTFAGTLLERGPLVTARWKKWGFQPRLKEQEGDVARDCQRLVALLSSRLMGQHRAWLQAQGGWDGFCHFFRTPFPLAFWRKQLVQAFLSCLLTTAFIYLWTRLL
Bim-Bcl-W – disrupts Bim peptide binding to human Bcl-W; Q92843; inhibition, % at 10 µM; bead-based flow cytometry; 190,000 compounds, 0.02% hits;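 further: 0% = bound tracer without compound and 100% = peptide blocker; higher means less fluorescent Bim peptide bound to Bcl-W beads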
Target sequence (Q92843 whole entry, looked up): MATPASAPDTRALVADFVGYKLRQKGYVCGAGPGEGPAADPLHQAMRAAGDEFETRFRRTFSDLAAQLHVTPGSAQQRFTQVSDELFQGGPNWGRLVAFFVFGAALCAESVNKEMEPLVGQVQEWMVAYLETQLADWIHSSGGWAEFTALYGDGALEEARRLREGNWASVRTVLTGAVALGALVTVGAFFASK
Bcl-2 Bim block – human Bim-Bcl-2 interaction inhibition; Bead-based flow cytometry, Bim peptide-Bcl-2 binding; inhibition, % at 10 µM; 190,000 compounds, 0.06% hits; AID 950; in the data active means inhibition above about 40%; inconclusive means no clear call, values can overlap the other calls;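 further: 0% = no compound wells with probe peptide and 100% = reference peptide inhibitor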
Target sequence (P10415 whole entry, looked up): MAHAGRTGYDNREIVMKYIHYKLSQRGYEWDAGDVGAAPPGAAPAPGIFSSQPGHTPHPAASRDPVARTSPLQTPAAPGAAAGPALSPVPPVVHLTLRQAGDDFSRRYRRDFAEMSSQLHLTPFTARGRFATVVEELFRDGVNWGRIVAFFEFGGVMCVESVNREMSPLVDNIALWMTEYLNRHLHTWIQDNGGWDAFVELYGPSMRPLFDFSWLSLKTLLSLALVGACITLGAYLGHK
Starred values were filed as active, the others as inactive; ? = inconclusive; / = no result given. Unless noted, no stated cut-off is given here; in the data, active means inhibition above about 40%.

SMILES | Bim-Mcl-1 | Bim-Bcl-XL | RGS4-Gao reg | Mcl1 Bid PPI | Mcl1-Noxa inh | RGS7-Gao reg | Bim-Bfl-1 | RGS8-Gao reg | Bcl-B Bim block | Bim-Bcl-W | Bcl-2 Bim block
CC(c1cccnc1)N(C(=O)Nc1ccccc1)C1CCCCC1 (centres undefined) | -1.0 | -4.0 | 91.3 | -12.7 | 0.5 | 92.3 | -11.0 | 92.0 | -7.0 | -1.0 | -7.0
O=C(O)CSc1ccccc1C(=O)O | 4.0 | 3.0 | 96.3 | -26.6 | 7.1 | 98.2 | 0.0 | 101.8 | 0.0 | 0.0 | 1.0
COc1ccccc1-n1cc(C(=O)c2cc(Cl)ccc2O)cc(C#N)c1=O | -1.0 | -3.0 | 109.3 | -21.7 | -7.5 | 108.2 | 0.0 | 100.4 | 0.0 | -3.0 | 0.0
CN1CCN(C(=O)NC2CCCCC2)CC1 | -11.0 | -8.0 | 105.2 | 25.0 | 38.9 | 97.4 | -3.0 | 112.4 | -4.0 | -9.0 | 11.0
CN1C(=O)/C(=C\C=C2/CCCN2C)N(C)C1=S | 0.0 | -3.0 | 101.2 | -23.0 | 23.2 | 98.3 | -4.0 | 98.3 | -10.0 | 0.0 | -2.0
CCCCN1C(=O)/C(=C(/C#N)C(N)=O)c2ccccc21 | -7.0 | -9.0 | 97.9 | -79.7 | 13.8 | 97.9 | -8.0 | 99.4 | -9.0 | -6.0 | -2.0
O=C(O)c1ccc(N(c2ccccc2)c2ccccc2)cc1 | 0.0 | -6.0 | 89.6 | 27.7 | 13.2 | 86.3 | 1.0 | 77.2 | 1.0 | -2.0 | -11.0
COC(=O)c1ccc(CSc2n[nH]c(C)n2)o1 | -4.0 | 0.0 | 99.4 | -19.3 | 2.1 | 97.5 | -4.0 | 97.5 | -3.0 | 0.0 | -4.0
COC(=O)c1sccc1NC(=O)c1cc(-c2cc(C)ccc2C)nc2ccccc12 | 1.0 | -1.0 | 101.5 | -5.6 | -25.6 | 100.2 | -9.0 | 99.6 | 0.0 | 1.0 | -7.0
c1ccc2c(-c3nc4ncccc4o3)cccc2c1 | 0.0 | -4.0 | 97.4 | -19.0 | 0.4 | 96.8 | -10.0 | 102.8 | -8.0 | -2.0 | -11.0
Fc1ccc(CN(Cc2ccccc2)C(c2cccs2)c2nnnn2C2CCCCC2)cc1 (centres undefined) | 0.0 | 0.0 | 103.7 | 6.7 | 18.2 | 101.8 | -4.0 | 103.1 | 1.0 | 0.0 | -2.0
CC(C)OC(=O)CC1C(=O)NCCN1C(=S)NC(=O)c1cccs1 (centres undefined) | 0.0 | -2.0 | 101.6 | -28.2 | 5.1 | 100.3 | 0.0 | 100.6 | -4.0 | -4.0 | -1.0
CCSC1=C(C#N)C2(CCCCC2)C(C#N)C(=O)N1 (centres undefined) | 0.0 | -5.0 | 90.8 | -23.2 | 9.0 | 87.8 | -9.0 | 94.2 | -7.0 | 1.0 | -9.0
COc1cc(C=O)ccc1OCC(=O)NC(C)(C)C | -1.0 | -2.0 | 101.7 | -15.2 | 11.5 | 104.8 | -6.0 | 101.1 | -3.0 | -1.0 | 0.0
O=C1Nc2ccccc2C(O)(C(=O)N2CCCCC2)N1c1ccccc1 (centres undefined) | -4.0 | -3.0 | 93.4 | -32.8 | -10.4 | 93.7 | -1.0 | 96.3 | -5.0 | -5.0 | -3.0
Cc1cc(OCn2ccc(C(=O)O)n2)ccc1Cl | 0.0 | -1.0 | 97.4 | -2.2 | 2.5 | 97.4 | -2.0 | 105.2 | -3.0 | -1.0 | -2.0
Cc1cccc(NC(=O)c2nc[nH]c2C(=O)N[C@@H](CC(C)C)C(=O)OC(C)(C)C)c1 | / | / | 101.6 | -48.2 | -65.6 | ? | / | 102.6 | / | / | /
CCOC(=O)N1CCC(NC(=O)CN(C)S(=O)(=O)c2cc3c(cc2Cl)NC(=O)CO3)CC1 | 1.0 | 5.0 | 98.5 | -29.7 | 15.0 | 98.7 | 0.0 | 105.8 | 0.0 | 2.0 | 0.0
CC(C)CNC(=O)C(=O)NN=C1CCCCCC1 | -3.0 | -6.0 | 98.5 | -4.1 | 6.3 | 100.1 | -1.0 | 100.7 | -8.0 | -3.0 | -3.0
Cc1cccc(C(=O)N(c2ccccn2)C(C)c2ccco2)c1 (centres undefined) | -2.0 | -2.0 | 93.2 | -34.5 | -10.8 | 92.5 | -2.0 | 97.8 | -2.0 | -2.0 | -1.0
CN(CC(=O)Nc1sccc1C#N)C1CCCCC1 | -4.0 | -5.0 | 94.0 | -6.5 | 61.5* | 85.8 | -4.0 | 103.0 | -1.0 | -5.0 | -9.0
Cc1cccc(C)c1-n1c(C)cc(/C=N/NC(N)=S)c1C | -4.0 | -6.0 | 102.7 | -11.5 | 22.9 | 101.4 | -18.0 | 99.3 | -12.0 | -4.0 | -8.0
Cc1cc(C)n(-c2nc3c(c(=O)[nH]c(=O)n3C)n2C(C)C)n1 | 1.0 | -3.0 | 99.8 | -21.7 | -9.5 | 99.5 | -6.0 | 99.3 | -4.0 | 0.0 | -8.0
CC(C)NC(=S)N/N=C/c1c[nH]c2ccccc12 | -4.0 | -6.0 | 103.4 | -72.7 | 21.2 | 105.9 | -15.0 | 104.0 | -7.0 | -3.0 | -10.0
CCn1c(SCC(=O)N2CCCc3ccccc32)nc2ccccc2c1=O | -8.0 | -4.0 | 103.7 | 8.0 | 14.1 | 101.9 | -3.0 | 99.1 | -6.0 | -4.0 | -6.0
CN(Cc1cnn(C)c1)C(=O)C1CCCCC1C(=O)O (centres undefined) | -2.0 | -1.0 | 108.5 | -15.0 | -10.3 | 103.6 | -2.0 | 118.1 | 0.0 | 0.0 | -5.0
Clc1ccc(-c2csc(N3CCC(c4ccccc4)C3)n2)cc1 (centres undefined) | 1.0 | 0.0 | 93.0 | -21.9 | -12.0 | 95.0 | -1.0 | 100.2 | -9.0 | 0.0 | 0.0
CCNc1nc(NCC)n2c(SCC(=O)N3CC4(C)CC3CC(C)(C)C4)nnc2n1 (centres undefined) | -2.0 | -5.0 | 104.9 | -0.2 | 14.6 | 97.2 | -7.0 | 100.8 | -6.0 | -4.0 | -9.0
Cc1csc(SCC(=O)NC(=O)NC(C)C)n1 | -2.0 | -3.0 | 103.8 | 1.9 | 5.0 | 102.0 | -7.0 | 95.3 | -6.0 | -2.0 | -4.0
Cn1nnnc1SCC(=O)NC(=O)Cc1ccccc1 | 3.0 | 0.0 | 97.5 | 2.2 | 6.8 | 102.0 | -5.0 | 102.9 | -8.0 | 0.0 | -3.0
O=C(c1ccccc1F)N1CCC(N2CCCCCC2)CC1 | -10.0 | -9.0 | 103.4 | 20.5 | 25.2 | 99.2 | -1.0 | 97.4 | -2.0 | -4.0 | 15.0
CCOC(=O)C(C)Sc1nnc(NC(=O)c2cccc([N+](=O)[O-])c2C)s1 (centres undefined) | 9.0 | 14.0 | 96.5 | 11.6 | -8.6 | 96.0 | 7.0 | 94.7 | 17.0 | 15.0 | 3.0
CCCn1cc(S(=O)(=O)CC(=O)Nc2ccc(OCC)cc2)c2ccccc21 | -1.0 | -3.0 | 103.9 | -2.7 | 18.8 | 105.6 | -11.0 | 102.3 | -6.0 | -1.0 | -6.0
O=c1cc(/C=C/c2cccs2)[nH]c2ccccc12 | 0.0 | -5.0 | 98.6 | 7.7 | 2.5 | 100.1 | -14.0 | 98.3 | -6.0 | -2.0 | -8.0
COc1ccc(S(=O)(=O)N(Cc2cccs2)C2CCCC2)cc1 | 0.0 | -10.0 | 98.2 | 4.9 | 6.9 | 97.5 | -11.0 | 99.3 | -3.0 | -2.0 | -8.0
CC(=O)N1CCN(c2nc3cc4c(cc3nc2NS(=O)(=O)c2ccccc2)OCCO4)CC1 | -1.0 | -1.0 | 97.6 | -7.6 | 40.3 | 96.6 | -3.0 | 101.4 | -4.0 | -3.0 | -2.0
OCCNCCOc1ccc(Cl)c(Cl)c1 | -2.0 | -6.0 | 103.4 | -12.4 | 10.0 | 104.6 | -1.0 | 108.0 | -5.0 | -3.0 | -1.0
Cc1ccc(CN2CCN(Cc3cn(C(C)C)c4ccccc34)CC2CCO)o1 (centres undefined) | -3.0 | -1.0 | 107.6 | -79.2 | -2.8 | 106.4 | 1.0 | 107.1 | -3.0 | 0.0 | -3.0
CCCn1nc(C(=O)Nc2ccc(S(=O)(=O)Nc3ncccn3)cc2)c2ccccc2c1=O | / | / | 103.0 | -38.6 | 25.5 | ? | / | 100.7 | / | / | /
Cc1ccc(-n2cc(S(=O)(=O)c3ccc(C)cc3)[nH]c2=O)cc1 | 0.0 | -5.0 | 92.9 | -15.9 | 7.0 | ? | -12.0 | 94.5 | -7.0 | -7.0 | -11.0
CCOc1ccccc1NC(=O)C(CC(C)C)NC(=O)C1CCC(C)CC1 (centres undefined) | 0.0 | 10.0 | 102.5 | 5.4 | -3.0 | 103.3 | -10.0 | 102.5 | -7.0 | 3.0 | -8.0
NC(=O)C1CCCN(S(=O)(=O)c2ccc(Br)cc2)C1 (centres undefined) | 4.0 | 0.0 | 103.7 | 14.7 | 8.7 | 106.9 | -8.0 | 107.6 | -2.0 | 4.0 | 0.0
Cc1cc(=S)c2ccccc2[nH]1 | / | / | 102.0 | -108.5 | 24.8 | ? | / | 97.6 | / | / | /
COc1ccc(OC)c(S(=O)(=O)N(C)CC(=O)N2CCN(c3ccc(F)cc3)CC2)c1 | 1.0 | -2.0 | 100.7 | -93.1 | -17.4 | 96.4 | -5.0 | 100.5 | -1.0 | 0.0 | -7.0
O=c1[nH]ncn1-c1ccc(Br)cc1 | -3.0 | -3.0 | 99.5 | -61.5 | 5.7 | 93.6 | -6.0 | 94.9 | -6.0 | -3.0 | -6.0
CN(C)C=NC(=O)c1ccc(N2CCN(c3ncc(C(F)(F)F)cc3Cl)CC2)cc1 | 4.0 | 1.0 | 100.6 | 2.1 | -1.0 | 100.2 | 0.0 | 108.2 | -1.0 | 1.0 | -1.0
O=C(NCc1ccco1)c1cc(S(=O)(=O)N2CCOCC2)ccc1Cl | -4.0 | -7.0 | 97.0 | -27.2 | 13.2 | 94.6 | -19.0 | 97.0 | -9.0 | -4.0 | -9.0
CCC(C)(C)NC(=O)CCCSc1nc2ccccc2[nH]1 | / | / | 96.5 | -51.8 | -3.4 | ? | / | 97.9 | / | / | /
O=C(CN1C(=O)C2C3CC(C(Br)C3Br)C2C1=O)OCC(=O)c1cccc([N+](=O)[O-])c1 (centres undefined) | 0.0 | -4.0 | 99.0 | -21.6 | 9.8 | ? | -4.0 | 100.6 | 0.0 | 0.0 | -1.0

Shown with two lines to a compound: part of the list above.
Values run as follows: Bim-Mcl-1 | Bim-Bcl-XL | RGS4-Gao reg | Mcl1 Bid PPI | Mcl1-Noxa inh | RGS7-Gao reg | Bim-Bfl-1 | RGS8-Gao reg | Bcl-B Bim block | Bim-Bcl-W | Bcl-2 Bim block
- O=c1[nH]ncn1-c1ccc(Br)cc1
→ -3.0 | -3.0 | 99.5 | -61.5 | 5.7 | 93.6 | -6.0 | 94.9 | -6.0 | -3.0 | -6.0
- CN(C)C=NC(=O)c1ccc(N2CCN(c3ncc(C(F)(F)F)cc3Cl)CC2)cc1
→ 4.0 | 1.0 | 100.6 | 2.1 | -1.0 | 100.2 | 0.0 | 108.2 | -1.0 | 1.0 | -1.0
